PriA SSB inh: K. pneumoniae PriA-SSBct interaction inhibition. inhibition, % at 33 µM. 430,000 tested, 0.6% active. AlphaScreen SSBct-PriA binding, biotinylated peptide; in the data active = inhibition mostly above about 37%, no sharp cut-off; inactive = mostly below about 20%;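 note: plate controls were negative control peptide for no effect and reference peptide for full effect; strong numbers were not always called active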
SARS 3CLpro inh: SARS-CoV 3CLpro protease inhibition; P0C6X7; recombinant SARS-CoV 3CLpro, quenched FRET peptide cleavage; inhibition, % at 6 µM; 290,000 tested, 0.14% active; AID 1706; in the data active = inhibition above about 12%
FBA Mtb inh: inhibits M. tuberculosis FBA enzyme; AID 588726; purified M. tuberculosis FBA, fluorescence read-out; inhibition, % at 1 µM; 360,000 tested, 2.3% active; P9WQA3; in the data active = inhibition above about 27%;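 note: 0% = vehicle and 100% = reference inhibitor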
Target sequence (P9WQA3 whole entry, looked up): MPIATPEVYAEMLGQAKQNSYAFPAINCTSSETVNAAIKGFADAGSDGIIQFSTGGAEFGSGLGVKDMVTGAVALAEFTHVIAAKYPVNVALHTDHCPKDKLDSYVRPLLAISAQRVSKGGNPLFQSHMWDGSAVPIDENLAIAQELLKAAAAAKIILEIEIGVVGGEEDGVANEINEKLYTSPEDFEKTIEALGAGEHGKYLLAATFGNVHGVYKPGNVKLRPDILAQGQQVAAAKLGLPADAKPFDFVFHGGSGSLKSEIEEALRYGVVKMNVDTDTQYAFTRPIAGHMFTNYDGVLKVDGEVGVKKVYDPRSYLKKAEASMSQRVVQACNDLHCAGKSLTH
DUSP3 inh: DUSP3 (human) phosphatase inhibition; P51452; recombinant VHR phosphatase, pNPP absorbance; 290,000 tested, 0.52% active; inhibition, % at 13.3 µM; in the data active = inhibition above about 50%; note: some compounds called inactive have numbers as strong as hits
Target sequence (P51452 whole entry, looked up): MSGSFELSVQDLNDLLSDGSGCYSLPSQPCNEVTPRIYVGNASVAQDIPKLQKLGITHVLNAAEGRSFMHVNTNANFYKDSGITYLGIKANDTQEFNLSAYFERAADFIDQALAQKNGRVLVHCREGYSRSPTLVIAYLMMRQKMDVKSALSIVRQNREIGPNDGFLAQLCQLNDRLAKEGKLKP
BioA inh: BioA (M. tuberculosis) enzyme inhibition; inhibition, % at 9.99 µM; AID 602481; purified M. tuberculosis BioA enzyme, plate reader; 360,000 tested, 0.096% active; in the data active = inhibition above about 40%
BH1578 lux ind: quorum light induction in luxS cqsA deficient V. cholerae | V. cholerae BH1578 lux reporter, luminescence, 6 h | activation, % at 18.7 µM | 350,000 tested, 0.16% active | AID 588436; in the data active = activation mostly above about 9.7%, no sharp cut-off; note: not every result past the cut was called active; inactives centre near 0; reference of the scale not given here
MazF activator: increases E. coli MazEF RNase cleavage of RNA | FAM/BHQ RNA-DNA oligo cleavage fluorescence, 5 h | AID 504720 | P0AE70 | activation, % at 20 µM | 350,000 tested, 0.32% active; in the data active = activation above about 50%
Target sequence (P0AE70 whole entry, looked up): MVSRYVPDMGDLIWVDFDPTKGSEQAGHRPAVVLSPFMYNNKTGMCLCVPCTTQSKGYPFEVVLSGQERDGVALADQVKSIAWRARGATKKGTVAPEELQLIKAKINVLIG
GDH-TPI inh: inhibits GDH-TPI coupling enzymes, artifact for Mtb FBA screen; GDH-TPI coupled enzyme counterscreen, NADH absorbance; inhibition, % at 4.8 µM; 360,000 tested, 1.2% active; AID 588335; in the data active = inhibition above about 30%;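 note: 0% = DMSO wells and 100% = wells lacking the enzyme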
Mtb UGM inh: inhibitors of M. tuberculosis UDP-galactopyranose mutase. 320,000 tested, 0.06% active. purified UGM, fluorescence polarization probe displacement. P9WIQ1. inhibition, % at 10 µM; in the data active = inhibition above about 10%, passing the limit was not always enough
Target sequence (P9WIQ1 whole entry, looked up): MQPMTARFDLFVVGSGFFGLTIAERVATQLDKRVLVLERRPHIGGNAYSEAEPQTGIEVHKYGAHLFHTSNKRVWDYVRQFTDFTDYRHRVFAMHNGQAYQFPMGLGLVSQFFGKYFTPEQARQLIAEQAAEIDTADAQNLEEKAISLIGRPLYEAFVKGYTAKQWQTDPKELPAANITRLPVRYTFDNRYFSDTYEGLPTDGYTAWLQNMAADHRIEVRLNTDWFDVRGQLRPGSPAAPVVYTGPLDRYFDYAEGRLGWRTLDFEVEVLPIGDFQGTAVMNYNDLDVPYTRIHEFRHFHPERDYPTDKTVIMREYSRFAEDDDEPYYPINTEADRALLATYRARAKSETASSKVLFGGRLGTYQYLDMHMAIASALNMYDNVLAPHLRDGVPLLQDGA
Rv3671c inh: inhibits the M. tuberculosis serine protease Rv3671c | P9WHR9 | 320,000 tested, 0.048% active | inhibition, % at 5.96 µM; in the data active = inhibition above about 38%;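 note: extracellular domain of Rv3671c used as enzyme; 0% = enzyme with DMSO and 100% = no enzyme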
* marks the source's active call; other numbers are inactive results.

For O=C(NCC(c1cccs1)N1CCOCC1)c1ccc([N+](=O)[O-])cc1 (centres undefined) the results were PriA SSB inh -8.6, SARS 3CLpro inh 4.3, FBA Mtb inh 0.9, DUSP3 inh 21.9, BH1578 lux ind -0.3, MazF activator -0.8, GDH-TPI inh 0.7, Mtb UGM inh 3.3 and Rv3671c inh -2.2.
`COC(=O)c1ccccc1NS(=O)(=O)c1ccc2[nH]c(=O)[nH]c2c1` gave PriA SSB inh -1.7, SARS 3CLpro inh 5.6, FBA Mtb inh 1.9, DUSP3 inh -14.0, BH1578 lux ind -0.3, MazF activator -2.7, GDH-TPI inh 3.4, Mtb UGM inh -3.7 and Rv3671c inh -1.0.
`O=C(CSc1nc2ccccc2c(=O)n1CCCN1CCOCC1)c1c[nH]c2ccccc12` gave PriA SSB inh 4.8, SARS 3CLpro inh 5.7, FBA Mtb inh 2.9, DUSP3 inh 12.1, BH1578 lux ind -0.4, MazF activator 3.7, GDH-TPI inh 11.8, Mtb UGM inh -1.3 and Rv3671c inh -7.4.
`COc1cc(C(C)=O)ccc1Oc1ncccn1` gave PriA SSB inh -8.2, SARS 3CLpro inh -1.6, FBA Mtb inh 1.0, DUSP3 inh -3.8, BioA inh 1.0, BH1578 lux ind -0.6, MazF activator -30.3, GDH-TPI inh 7.3, Mtb UGM inh -0.8 and Rv3671c inh 2.2.
CC(C)Cc1cc(C(=O)Nc2ccc3c(c2)OCO3)no1 was read as PriA SSB inh -8.2, SARS 3CLpro inh 4.3, FBA Mtb inh -2.5, DUSP3 inh 2.4, BioA inh 0.0, BH1578 lux ind inactive, MazF activator 7.0, GDH-TPI inh 9.6, Mtb UGM inh -1.0 and Rv3671c inh 3.7.
For Cc1ncc([N+](=O)[O-])n1CCOC(=O)c1ccc(Cl)cc1Cl the results were PriA SSB inh -4.8, SARS 3CLpro inh 3.4, FBA Mtb inh 0.0, DUSP3 inh 30.7, BioA inh 4.2, BH1578 lux ind inactive, MazF activator -2.6, GDH-TPI inh 15.2, Mtb UGM inh 2.3 and Rv3671c inh 7.2.
Cc1ccccc1NS(=O)(=O)c1ccc(C(=O)N2CCCCCCC2)cc1 was read as PriA SSB inh -2.5, FBA Mtb inh -2.2, BioA inh 3.4, BH1578 lux ind inactive, MazF activator 1.6, GDH-TPI inh 1.4, Mtb UGM inh 2.2 and Rv3671c inh 4.2.
O=[N+]([O-])c1cnccc1Nc1cccc(F)c1 was read as PriA SSB inh 9.4, SARS 3CLpro inh -2.5, FBA Mtb inh -0.5, DUSP3 inh 3.3, BioA inh 0.0, BH1578 lux ind -0.6, MazF activator 11.1, GDH-TPI inh 11.4, Mtb UGM inh 0.4 and Rv3671c inh -3.4.
For COc1ccc(-c2cccc(C3CC=CC4C3C(=O)N(Cc3ccccc3)C4c3ccc(OC)c(Cl)c3)c2)cc1 (centres undefined) the results were PriA SSB inh -4.2, FBA Mtb inh -1.6, DUSP3 inh 11.1, BioA inh -2.2, BH1578 lux ind -0.3, MazF activator -14.0, GDH-TPI inh 11.2, Mtb UGM inh -0.1 and Rv3671c inh -16.1.
CNc1cnc(-c2ccc(O)c(OC)c2)cn1 was read as FBA Mtb inh 2.3, BioA inh -1.4, BH1578 lux ind inactive and GDH-TPI inh 1.8.

Next part (2 carried over from the part before).
For COc1ccc(-c2cccc(C3CC=CC4C3C(=O)N(Cc3ccccc3)C4c3ccc(OC)c(Cl)c3)c2)cc1 (centres undefined) the results were PriA SSB inh -4.2, FBA Mtb inh -1.6, DUSP3 inh 11.1, BioA inh -2.2, BH1578 lux ind -0.3, MazF activator -14.0, GDH-TPI inh 11.2, Mtb UGM inh -0.1 and Rv3671c inh -16.1.
CNc1cnc(-c2ccc(O)c(OC)c2)cn1 was read as FBA Mtb inh 2.3, BioA inh -1.4, BH1578 lux ind inactive and GDH-TPI inh 1.8.
Screening COc1ccc(S(=O)(=O)NC2CCCC2)cc1Cl returned PriA SSB inh -9.0, SARS 3CLpro inh 5.0, FBA Mtb inh -2.6, DUSP3 inh 2.3, BioA inh -0.4, BH1578 lux ind 0.4, MazF activator -2.5, GDH-TPI inh 0.0, Mtb UGM inh 0.1 and Rv3671c inh -5.8.
For Cc1ccc(CN2CCNC(=O)C2CC(=O)N(C)C(C2CC2)C2CC2)o1 (centres undefined) the results were PriA SSB inh -7.8, SARS 3CLpro inh -2.8, FBA Mtb inh 2.5, DUSP3 inh 17.7, BH1578 lux ind -0.1, MazF activator 7.5, GDH-TPI inh -3.7, Mtb UGM inh -2.4 and Rv3671c inh 3.5.
O=C(N/N=C/c1ccco1)/C(=C/c1cccc([N+](=O)[O-])c1)NC(=O)c1ccccc1 was read as SARS 3CLpro inh 2.6, FBA Mtb inh -3.6, DUSP3 inh 4.9, BH1578 lux ind inactive, MazF activator 2.7, GDH-TPI inh 28.5, Mtb UGM inh 1.6 and Rv3671c inh -5.9.
Cc1ccc(C)c(OCCCNC2CCCC2)c1C was read as PriA SSB inh -5.3, SARS 3CLpro inh -1.1, FBA Mtb inh 1.6, DUSP3 inh -2.4, BioA inh -2.0, BH1578 lux ind -0.2, MazF activator 4.3, GDH-TPI inh 12.5, Mtb UGM inh 1.3 and Rv3671c inh 6.0.
`COC(=O)C1(CO)NC(c2cccs2)C2C(=O)N(c3ccccc3)C(=O)C21` (centres undefined) gave PriA SSB inh -6.3, SARS 3CLpro inh -0.8, FBA Mtb inh -3.8, DUSP3 inh -15.0, BH1578 lux ind -0.3, MazF activator 33.2, GDH-TPI inh -11.0, Mtb UGM inh 0.6 and Rv3671c inh -5.8.
COc1ccc(Br)cc1C1=CC(=O)C[C@H](c2ccc(F)cc2)C1 was read as FBA Mtb inh -3.5, BioA inh -1.1, BH1578 lux ind inactive, MazF activator 7.0 and GDH-TPI inh 11.8.
Screening COc1cc(C(=O)NC2(C(F)(F)F)NC(=O)N(CCCc3ccccc3)C2=O)cc(OC)c1OC (centres undefined) returned PriA SSB inh 4.4, SARS 3CLpro inh 5.6, FBA Mtb inh -0.5, DUSP3 inh -1.6, BioA inh 2.0, BH1578 lux ind inactive, MazF activator -6.1, GDH-TPI inh 5.4, Mtb UGM inh 0.7 and Rv3671c inh -3.7.
Screening CC(C)Cc1ccc(-c2cc3nc(NCCOc4ccccc4)ccn3n2)cc1 returned FBA Mtb inh 8.8, BioA inh -0.4, BH1578 lux ind -0.2 and GDH-TPI inh 7.1.
For CCOc1ccc(/C=C(\C#N)C(=O)Nc2cccnc2)cc1 the results were PriA SSB inh -9.1, SARS 3CLpro inh 3.0, FBA Mtb inh -0.5, DUSP3 inh -14.2, BioA inh 0.5, BH1578 lux ind inactive, MazF activator 10.5, GDH-TPI inh 20.8, Mtb UGM inh 0.0 and Rv3671c inh 2.2.
For COc1cc(C(=O)COC(=O)c2cc([N+](=O)[O-])ccc2N2CCOCC2)ccc1OC(F)F the results were PriA SSB inh 18.7, FBA Mtb inh -4.8, BioA inh -0.4, BH1578 lux ind 0.0, MazF activator -8.6, GDH-TPI inh 6.4, Mtb UGM inh 0.0 and Rv3671c inh -5.6.
CC(C)C(=O)Nc1ccccc1N1CCN(C(=O)c2ccccc2)CC1 was read as PriA SSB inh -9.4, SARS 3CLpro inh 3.6, FBA Mtb inh 0.9, DUSP3 inh -0.2, BioA inh 1.8, BH1578 lux ind -0.4, MazF activator -1.1, GDH-TPI inh -1.0, Mtb UGM inh 0.1 and Rv3671c inh 3.3.
CCOC(=O)c1c(NC(=O)Cn2nc(C(=O)O)c3ccccc3c2=O)sc2c1CCC(C)C2 (centres undefined) was read as PriA SSB inh -2.2, SARS 3CLpro inh 0.8, FBA Mtb inh 5.6, DUSP3 inh 7.2, BH1578 lux ind -0.5, MazF activator -43.1, GDH-TPI inh -6.5, Mtb UGM inh 4.2 and Rv3671c inh -5.8.
`CC1(CCc2ccc(O)cc2)NC(=O)NC1=O` (centres undefined) gave PriA SSB inh -3.7, SARS 3CLpro inh 0.8, FBA Mtb inh 2.0, DUSP3 inh 22.3, BioA inh 0.1, BH1578 lux ind inactive, MazF activator -7.8, GDH-TPI inh -3.5, Mtb UGM inh -1.4 and Rv3671c inh 3.2.
CCOC(=O)C1CCN(C(=S)Nc2ccc(S(N)(=O)=O)cc2)CC1 was read as PriA SSB inh -14.9, SARS 3CLpro inh 0.6, FBA Mtb inh 2.7, DUSP3 inh 1.0, BH1578 lux ind -0.3, MazF activator 5.1, GDH-TPI inh 1.8, Mtb UGM inh 0.7 and Rv3671c inh -10.2.
Screening Cc1ccc(C)c(OCC(=O)N/N=C/c2ccsc2)c1 returned SARS 3CLpro inh 4.5, FBA Mtb inh -6.6, DUSP3 inh 8.2, BioA inh -1.6, BH1578 lux ind -6.2, MazF activator 0.6, GDH-TPI inh 9.7, Mtb UGM inh 2.3 and Rv3671c inh 6.0.
Screening COc1ccc(NC(=O)c2cccs2)cc1OC returned PriA SSB inh 0.5, SARS 3CLpro inh 5.2, FBA Mtb inh 2.3, DUSP3 inh 8.5, BioA inh 4.8, BH1578 lux ind -0.4, MazF activator -3.1, GDH-TPI inh 8.3, Mtb UGM inh -1.2 and Rv3671c inh 8.8.
Screening CCS(=O)(=O)c1ccc2oc(SCC(=O)N3CCCCC3)nc2c1 returned PriA SSB inh -12.5, SARS 3CLpro inh 6.2, FBA Mtb inh -0.8, DUSP3 inh 44.0, BH1578 lux ind -1.0, MazF activator 5.2, GDH-TPI inh -4.0 and Rv3671c inh 2.9.
For CC(=O)N1CCN(CC(C)(C)NS(=O)(=O)c2ccccc2)CC1 the results were PriA SSB inh -5.7, FBA Mtb inh 3.3, BioA inh -0.2, BH1578 lux ind -0.3, MazF activator 2.9, GDH-TPI inh 10.1, Mtb UGM inh -0.4 and Rv3671c inh 7.0.
For CN(C)CCOc1ccccc1-c1ccccc1 the results were PriA SSB inh -7.0, SARS 3CLpro inh 3.4, FBA Mtb inh 1.6, DUSP3 inh 21.3, BioA inh -1.1, BH1578 lux ind inactive, MazF activator -4.3, GDH-TPI inh 4.6, Mtb UGM inh -0.1 and Rv3671c inh -3.9.
`O=C(COc1ccc(Br)cc1Br)NC(=O)NC1CCCC1` gave PriA SSB inh -30.4, SARS 3CLpro inh -0.6, FBA Mtb inh -4.3, DUSP3 inh 14.5, BH1578 lux ind -0.3, MazF activator 1.9, GDH-TPI inh -7.1, Mtb UGM inh 2.3 and Rv3671c inh 1.4.
`Cc1ccccc1CNc1nnnn1C` gave PriA SSB inh -13.8, SARS 3CLpro inh -1.9, FBA Mtb inh 2.8, DUSP3 inh 28.6, BioA inh 1.3, BH1578 lux ind inactive, MazF activator -7.5, GDH-TPI inh 0.0, Mtb UGM inh 1.0 and Rv3671c inh 1.9.
Screening Nc1nncn1C(=O)CCCOc1ccc(Cl)cc1Cl returned PriA SSB inh -11.7, SARS 3CLpro inh 0.3, FBA Mtb inh 6.6, DUSP3 inh 15.3, BioA inh 1.2, BH1578 lux ind inactive, MazF activator -8.4, GDH-TPI inh 0.7, Mtb UGM inh -1.2 and Rv3671c inh -6.1.
`Cc1ccc(NCC(=O)N/N=C/c2cccc(Oc3ccccc3)c2)cc1` gave SARS 3CLpro inh 2.4, FBA Mtb inh 1.2, DUSP3 inh -0.2, BioA inh 0.8, BH1578 lux ind -0.8, MazF activator -1.0, GDH-TPI inh 5.6 and Rv3671c inh 2.8.
CCN(CC)S(=O)(=O)c1ccc(NS(=O)(=O)c2ccc(F)cc2)cc1 was read as PriA SSB inh -3.9, SARS 3CLpro inh -6.8, FBA Mtb inh 0.1, DUSP3 inh -6.6, BioA inh -0.1, BH1578 lux ind -0.7, MazF activator 4.3, GDH-TPI inh -6.1, Mtb UGM inh 1.5 and Rv3671c inh -3.3.
`O=[N+]([O-])c1cccc(S(=O)(=O)Nc2cccc(-c3ccc(N4CCOCC4)nn3)c2)c1` gave PriA SSB inh -0.7, FBA Mtb inh 1.1, BioA inh 0.6, BH1578 lux ind inactive, MazF activator 0.8, GDH-TPI inh 10.8, Mtb UGM inh 6.0 and Rv3671c inh -4.5.

These rows are one share of the data; the hit share may differ from the screen's.
